Screening results: PubChem BioAssay, several laboratories
NSD2 HMT inh = NSD2 (human) methyltransferase inhibition | O96028 | NSD2 peptide methylation, AlphaScreen, 120 min | inhibition, % at 12.5 µM | 0.54% of 310,000 active | AID 743445; in the data active means inhibition above about 50%
V-ATPase pHluor = alters yeast V-ATPase proton transport. response, % at 10 µM. S. cerevisiae, pHLuorin cytosolic pH fluorescence. AID 504577. 0.37% of 350,000 active; in the data active means response mostly above about 7.3%, no sharp cut-off; inactive means mostly below about 5.4%; further: actives read high; inactives centre near 0; some compounds called inactive have numbers as strong as hits; reference of the scale not given here
DSG3 Ab inh = human desmoglein-3 autoantibody binding inhibition; P32926; DSG3-coupled beads, scFv-anti-DSG3-GFP binding, flow cytometry; hits give low values; binding (percent of control), % at 10 µM; 0.48% of 310,000 active;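 active means binding more than 3 SD below its plate's average and above zero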;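 further: hits lower antibody fragment binding to DSG3; some compounds called inactive have numbers as strong as hits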
Keap1-Nrf2 PPI = disrupts human Keap1 binding to Nrf2 peptide. Q14145. Keap1 Kelch-Nrf2 peptide fluorescence polarization, 1536-well. inhibition, % at 9.4 µM. 0.15% of 340,000 active; in the data active means inhibition above about 12%;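 further: human Keap1 Kelch domain with fluorescein labeled Nrf2 9mer peptide probe; 0% = neutral control wells and 100% = peptide positive control; higher means more block of Keap1 binding to Nrf2 peptide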
C-LANA FP = KSHV C-LANA DNA binding inhibition. MBP-C-LANA/FAM-LBS DNA binding, fluorescence polarization. inhibition, % at 9 µM. 0.078% of 340,000 active;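 active means highest replicate inhibition at or above 60% at 9 µM, even if other replicates fall short; inactive means all replicates below 60% inhibition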;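 further: 0% = neutral control wells and 100% = 4 µM acridine orange control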
CAL PDZ FP-1 = CAL PDZ (human) peptide binding inhibition; 0.92% of 300,000 active; inhibition, % at 24.9 µM; purified CAL PDZ, TMR-peptide fluorescence polarization, 1 h; AID 602252;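 active means mean inhibition of at least 30% with at least half of replicates also reaching 30%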;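 further: 0% = DMSO neutral control and 100% = excess unlabeled competitor peptide PRC23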
DAGLB inh = blocks human DAGLB lipase activity | Q8NCG7 | HEK293T DAGLB membrane lysate, EnzChek fluorogenic substrate | inhibition, % at 5.17 µM | 0.059% of 340,000 active | AID 504411; in the data active means inhibition above about 34%;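 further: 0% = enzyme with vehicle and 100% = wells lacking enzyme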
Target sequence (Q8NCG7 whole entry, looked up): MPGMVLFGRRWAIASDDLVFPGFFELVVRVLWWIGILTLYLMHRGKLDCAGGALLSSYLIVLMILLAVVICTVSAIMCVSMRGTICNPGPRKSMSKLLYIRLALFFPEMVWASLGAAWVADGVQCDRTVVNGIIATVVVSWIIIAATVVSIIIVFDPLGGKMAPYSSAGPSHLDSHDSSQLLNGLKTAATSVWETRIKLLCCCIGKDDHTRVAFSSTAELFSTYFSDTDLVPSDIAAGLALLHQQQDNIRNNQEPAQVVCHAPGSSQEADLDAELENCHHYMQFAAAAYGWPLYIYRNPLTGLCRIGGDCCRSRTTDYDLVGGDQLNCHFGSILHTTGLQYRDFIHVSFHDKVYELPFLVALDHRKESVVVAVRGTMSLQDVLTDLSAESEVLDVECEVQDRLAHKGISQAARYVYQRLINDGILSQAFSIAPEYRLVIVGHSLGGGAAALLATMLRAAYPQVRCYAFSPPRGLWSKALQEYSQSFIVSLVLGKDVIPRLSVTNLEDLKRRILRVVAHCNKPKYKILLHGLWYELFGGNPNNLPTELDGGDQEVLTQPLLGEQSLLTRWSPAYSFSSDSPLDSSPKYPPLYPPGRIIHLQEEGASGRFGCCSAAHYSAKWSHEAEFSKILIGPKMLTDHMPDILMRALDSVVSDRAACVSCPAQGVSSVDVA
CAL PDZ FP-2 = blocks peptide binding to human CAL PDZ domain. Q9HD26. purified CAL PDZ, TMR-peptide fluorescence polarization, 1 h. inhibition, % at 20 µM. 0.02% of 330,000 active. AID 504414;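 active means highest replicate inhibition of at least 40%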;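 further: plate controls were DMSO neutral control wells for no effect and unlabeled competitor peptide control wells for full effect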
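Assay system – tagged CAL PDZ protein CerCALP, purified · Timing – 1 h at RT · Compound – single point, 20 µM · Measured by – fluorescence polarization from S- and P-plane intensities, G-factor corrected · Evaluation – inhibition from polarization loss · Probe or stimulus – TMR reporter peptide T*-PRC34 · Buffer or medium – pH 7.4 phosphate-saline buffer, reducing agent, detergent, IgG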
Arrestin-AP2 inh = blocks beta-arrestin peptide binding to AP2 adaptin | inhibition, % at 10 µM | 0.31% of 340,000 active | FITC-arrestin peptide / GST-AP2 beads, flow cytometry; AP2 beta2 appendage carries R879A mutation | AID 504490;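 active means inhibition above a set limit, near 3 SD of compounds lacking own fluorescence, cut at about 54% in these data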;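 further: plate controls were DMSO wells for no effect and 5 µM unlabelled arrestin peptide for full effect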
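System: GST-AP2 R879A glutathione beads. Medium: PBS with 0.05% Tween 20 and 0.1% BSA. Also added: FITC-arrestin peptide, 50 nM. Incubation: 12 min plus 1 h, RT. Measured by: high-throughput flow cytometry of beads, ex 488, em 535 nm. Evaluation: percent drop in bead-associated FITC signal.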
Cardiac RTF inh = cardiac RTF calcium desensitization. P19429+P45379. IANBD-labeled cardiac RTF, Ca2+ fluorescence. inhibition, % at 7.15 µM. 0.12% of 340,000 active. AID 493244;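 active means inhibition above the mean inhibition of all tested compounds plus 3 SD, cut at about 17% in these data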;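 further: assay run at fixed EC70 calcium of 1.6 mM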
* marks the source's active call; other numbers are inactive results; . = no result given. These rows are one share of the data; the hit share may differ from the screen's.

SMILES	NSD2 HMT inh	V-ATPase pHluor	DSG3 Ab inh	Keap1-Nrf2 PPI	C-LANA FP	CAL PDZ FP-1	DAGLB inh	CAL PDZ FP-2	Arrestin-AP2 inh	Cardiac RTF inh
O=C(CSc1nnc(C2COc3ccccc3O2)o1)N1CCN(c2ccccc2)CC1 (configuration not stated)	-2	0	94	-4	-0.9	2	-1	-1.8	3	-4
C=CCNC(=O)c1cc2cccc(OC)c2oc1=O	-8	-4	76	1	-0.5	1	1	-1.0	-15	0
CCOC(=O)c1cc(-c2ccc(OC)cc2F)nc2c1c(C)nn2CCC#N	-1	3	104	0	-0.5	.	-7	-3.9	-2	-7
CCC1CO/C(=C(\C(Cl)=C(Cl)Cl)[N+](=O)[O-])N1 (configuration not stated)	3	-1	102	-2	0.4	10	.	-1.1	11	.
Cc1ccc(NC(=O)CSc2nnc(-c3ccccn3)n2N)cc1F	23	-2	113	.	.	.	.	.	31	.
O=C(CCC1COc2ccccc2O1)N1CCCC1 (configuration not stated)	0	3	104	2	1.7	7	-6	-0.9	11	-3
NC(=O)CC(NC(=O)Cc1ccc(Br)cc1)c1ccc(NCCc2cccc(F)c2)c([N+](=O)[O-])c1 (configuration not stated)	.	-1	100	-6	-0.8	3	25	-0.7	5	-28
CCOCCc1nnc(NC(=O)c2cccc(F)c2)s1	-1	3	98	3	1.9	-1	-1	-1.3	-8	4
CC(C)(C)C(=O)Cn1ncc(Cl)c(Cl)c1=O	0	1	104	3	0.8	-2	-1	-2.8	7	-9
COc1ccc(C(NC(N)=O)c2ccccc2)cc1 (configuration not stated)	-1	1	102	-2	-1.7	-18	-1	-2.5	-8	3
CCn1c(Cn2nnc(-c3ccccc3)n2)nnc1SCC(=O)Nc1ccc(N(C)C)cc1	-1	2	101	2	-0.8	-3	1	-2.3	2	-7
CC1CCCN(S(=O)(=O)c2ccc(C(=O)Nc3nnc(-c4ccccn4)o3)cc2)C1 (configuration not stated)	0	1	101	-2	-0.5	-4	0	-1.6	20	-6

The last 2 compounds of the part above come first, to join the parts.
SMILES	NSD2 HMT inh	V-ATPase pHluor	DSG3 Ab inh	Keap1-Nrf2 PPI	C-LANA FP	CAL PDZ FP-1	DAGLB inh	CAL PDZ FP-2	Arrestin-AP2 inh	Cardiac RTF inh
CCn1c(Cn2nnc(-c3ccccc3)n2)nnc1SCC(=O)Nc1ccc(N(C)C)cc1	-1	2	101	2	-0.8	-3	1	-2.3	2	-7
CC1CCCN(S(=O)(=O)c2ccc(C(=O)Nc3nnc(-c4ccccn4)o3)cc2)C1 (configuration not stated)	0	1	101	-2	-0.5	-4	0	-1.6	20	-6
Cc1c(OCC(=O)N2CCC(C(N)=O)CC2)ccc2c3c(c(=O)oc12)CCC3	.	1	106	6	-3.0	2	-5	0.5	14	-2
COc1ccc(C(=O)OCc2cc(=O)oc3cc(C)ccc23)cc1S(=O)(=O)N1CCOCC1	-2	-1	103	.	.	.	-4	.	.	.
O=C(O)CCCN1C(=O)C2C3C=CC(C2C1=O)C1C(=O)N(CCCC(=O)O)C(=O)C31 (configuration not stated)	-1	-1	99	-2	0.6	6	-3	0.3	34	-2
COc1ccc(C2OCC(C)(C)CO2)cc1OC	-1	2	89	5	-1.8	-4	0	-0.4	-5	1
CN(C)Cc1cc(C(F)(F)F)ccc1C(O)(c1ccccc1)c1ccccc1	1	-2	99	-2	-0.8	-8	0	-0.8	9	-11
CC(C(=O)Nc1ccc(S(=O)(=O)N2CCCC2)cc1)N(C)CC(=O)Nc1cccc(F)c1 (configuration not stated)	21	1	.	-7	0.0	-2	-2	-0.9	0	4
CCCCN(CCCC)C(=O)C1(P(=O)(c2ccccc2)c2ccccc2)CCC1	-2	-4	115	-2	-0.2	-8	-9	-1.7	41	-7
N#CCCN(C(=O)COC(=O)C1CCN(c2ccc(C(F)(F)F)cn2)CC1)c1ccc(F)cc1	7	10	103	-1	-0.4	-2	-1	-1.4	48	-14
Cc1ccc(CNS(=O)(=O)c2cn(C)cn2)cc1	-2	-1	101	-5	0.0	-3	-4	0.4	-5	1
CCn1ncc(C2=NOC(C(=O)N3CCN(c4ccccc4)CC3)C2)c1C (configuration not stated)	0	-3	102	-6	0.6	.	1	1.1	8	5
Cc1ccc(C(C(=O)NCCc2ccccc2)N(C(=O)c2csnn2)C2CC2)o1 (configuration not stated)	0	-2	.	2	-1.0	-1	-1	0.0	13	-8
O=C(CNC(=O)Cc1ccccc1)NCC(=O)OCc1ccc(C(=O)c2ccccc2)cc1	0	-2	90	3	-2.3	.	-2	-3.1	27	-3

Brought forward from above: two compounds; new compounds follow.
SMILES	NSD2 HMT inh	V-ATPase pHluor	DSG3 Ab inh	Keap1-Nrf2 PPI	C-LANA FP	CAL PDZ FP-1	DAGLB inh	CAL PDZ FP-2	Arrestin-AP2 inh	Cardiac RTF inh
Cc1ccc(C(C(=O)NCCc2ccccc2)N(C(=O)c2csnn2)C2CC2)o1 (configuration not stated)	0	-2	.	2	-1.0	-1	-1	0.0	13	-8
O=C(CNC(=O)Cc1ccccc1)NCC(=O)OCc1ccc(C(=O)c2ccccc2)cc1	0	-2	90	3	-2.3	.	-2	-3.1	27	-3
CC(=O)Nc1cccc(NC(=O)c2cc(Cl)ccc2Cl)c1	-6	0	101	-3	-2.0	3	-2	-0.2	37	0
CC(=O)Nc1ccc(-c2cn3cc(C)ccc3n2)cc1	-2	-3	88	-3	-0.6	1	0	-1.1	6	4
COc1cccc(CC(NC(C)=O)C(=O)NC2CCN(c3nnnn3-c3ccccc3)CC2)c1 (configuration not stated)	1	-4	.	-1	1.1	0	-1	-1.0	2	-3
COC(=O)c1[nH]c2ccccc2c1Sc1ccccc1	-2	1	99	-3	0.3	-4	-6	-0.2	1	2
CC(=O)c1c(C)[nH]c(C(=O)CSc2nnc(-c3cccs3)n2Cc2ccccc2)c1C	-1	2	98	-2	-2.5	.	2	-0.7	-1	3
Cc1ccc(NC(=O)Cn2cnc3c(cnn3C(C)(C)C)c2=O)cc1	1	-2	99	-2	-1.7	-1	-6	-1.2	1	3
CCN(Cc1cccc(OC)c1)CC1CCCN(CCc2cccc(OC)c2)C1 (configuration not stated)	14	-6	109	6	-0.2	-9	-2	.	-2	-6
Cn1c(SCC(=O)NC2CCS(=O)(=O)C2)nc2ccccc21 (configuration not stated)	16	6	102	1	0.6	1	-3	-0.8	9	4
O=C(CN(CC1CCCO1)C(=O)CNS(=O)(=O)c1ccc(Cl)cc1)NCCc1ccccc1 (configuration not stated)	2	23*	96	2	-2.6	-1	2	-1.6	22	-4
Cc1cc(C(=O)CCl)c(C)n1CCc1ccc(Cl)cc1	0	-2	105	-4	-0.2	6	3	-0.8	45	-5
O=C(Cn1c2c(c(-c3ccccc3Cl)cc1=O)CCC2)NCCCN1CCOCC1	-3	-4	105	-2	0.5	-5	-1	-2.1	0	-5
CCC(CC)NC(=O)COC(=O)c1ccc(OCC(=O)Nc2ccccc2OC)c(OC)c1	-1	2	100	-2	-1.5	44*	0	0.6	0	-2
CCNC(=S)NCc1ccc(OC)c(OC)c1	1	-1	96	-3	-2.8	-3	-1	0.3	0	-8
CCC(c1nnnn1C1CCCC1)N1CCN(Cc2ccccc2)CC1 (configuration not stated)	.	-2	100	2	0.6	6	-2	-0.9	27	-5
CC1CCC(CN2CCN=C2N(C)C)CC1 (configuration not stated)	.	0	100	1	-4.2	7	-5	1.1	0	7
Cc1c(C(=O)OCC(=O)NC(=O)NC2CCCCC2)cccc1[N+](=O)[O-]	0	0	92	0	-1.1	-3	0	.	-3	0
O=C(c1cccc2ccccc12)N1CCC(N2CCN(c3ccccc3)CC2)CC1	6	-3	95	0	-0.3	-7	1	-2.9	3	0
COc1ccc2c(COC(=O)c3cccc(S(=O)(=O)NCC(C)C)c3)cc(=O)oc2c1	2	3	104	1	-0.9	-6	0	0.5	-1	1
CC(=O)c1cccc(N=Nc2c(C)[nH]c3ccccc23)c1	4	-1	98	-2	1.9	-2	3	-2.9	11	6
Clc1ccc2oc(SCc3cccnc3)nc2c1	1	0	96	-2	2.5	-2	-1	0.5	-9	-2
O=C(O)c1ccc(C(=O)Nc2ccc(F)cc2)cc1	.	15	101	2	-1.9	-4	0	-0.9	20	-8
Cn1nc(C(=O)NNC(=O)C(CCC(N)=O)NS(=O)(=O)c2ccc(Cl)cc2)c2ccccc2c1=O (configuration not stated)	.	0	99	3	-0.8	.	2	0.8	11	2
O=C(NCc1ccccc1Cl)C1CCN(S(=O)(=O)c2cccc3nonc23)CC1	2	-1	100	-3	-0.1	-4	0	-1.2	13	-16
O=C(O)Cc1csc(NC(=O)CSc2cccc(C(=O)O)n2)n1	0	1	95	.	.	.	.	.	2	.
COc1ccc(C(=O)CSc2nnc(CN3CCCCC3)n2-c2ccc(Cl)cc2)cc1OC	2	1	102	0	-1.7	-6	0	0.2	11	-5
C/C(=N/NC(=S)Nc1ccccc1)c1ccc2c(c1)OCO2	8	1	98	-5	0.8	1	-4	-0.4	2	-1
Cn1c(SCc2ccc(Cl)cc2)nnc1C1CC1	-1	-1	111	5	-2.6	-3	-1	-0.5	24	-13
COc1ccc(CNc2ccc(-c3ccccc3OC)nn2)cc1	.	1	.	2	0.7	56*	-17	-1.3	18	1
COc1ccc(/C=N/NC(=O)CSc2nnc(CCCc3ccc(OC)c(C)c3)o2)cc1	-3	0	112	-3	0.5	0	-8	-0.1	11	-3
CCOC(=O)/C=C1\NC2(CCCCC2)Cc2cc(OC)c(OC)cc21	3	-8	117	-2	2.0	0	1	-0.6	-6	-10
COC(=O)c1ccccc1S(=O)(=O)N1CCC(C(=O)N2CCC2)CC1	-3	-3	98	-2	-1.3	0	-1	-0.7	-5	1
Cc1ccc2nc(SCC(=O)Nc3ccc(C)c([N+](=O)[O-])c3)[nH]c2c1	2	6	100	1	0.6	-2	-2	0.0	4	-2
COc1ccc(S(=O)(=O)N2CCC(C(=O)N3CCCCC3)CC2)cc1Cl	-1	-2	104	-4	2.0	-6	2	-3.1	6	-4
CCC(C)[C@H](NS(=O)(=O)c1ccc(F)cc1Br)C(=O)OC (some centres not stated)	.	-2	99	-7	0.9	-5	-1	0.1	2	-6
O=C(NCc1nnc(SCc2ccc(F)cc2)n1-c1ccc(F)cc1)C12CC3CC(CC(C3)C1)C2	1	-2	102	-6	0.5	2	-2	0.1	-3	-8
O=C(NCC(=O)N(c1cccnc1)C(C(=O)NC1CCCCC1)c1ccccc1)c1ccco1 (configuration not stated)	5	2	98	-5	-1.6	-3	1	-3.1	-3	0
O=C(O)c1ccc(CN2CCCCC2)o1	-2	0	85	0	4.3	2	-2	0.3	8	-8
O=C(Cc1ccccc1Cl)Nc1cccc(S(=O)(=O)N2CCCCCC2)c1	0	1	105	5	0.6	1	-6	-1.3	-1	-1
CC(C)CC(NC(=O)C1CCCCC1)C(=O)N1CCN(c2ccccn2)CC1 (configuration not stated)	0	-4	106	-2	-0.6	-2	-4	-3.0	-8	-9
CC(C)N(C(=O)COC(=O)c1ccc(O)cc1)C(C)C	1	-1	.	-1	0.0	.	-1	0.0	-3	-1
